DAX1 inh-1 = DAX1 (NR0B1) inhibition, primary screen; HEK293T StAR-luciferase reporter, SF-1/DAX-1 repression relief; inhibition, % at 6.8 µM; 370,000 tested, 1.1% active; AID 652010;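 active means inhibition above the mean over all tested compounds plus 3 SD, cut at about 3.6% in these data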;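 further: 0% = DAX-1 cells with DMSO and 100% = cells lacking DAX-1 with DMSO; higher inhibition means more luminescence from relief of DAX-1 repression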
ssDAF-12 act = activators of S. stercoralis DAF-12 nuclear receptor; HEK293 ssDAF-12/GRIP1 lit1-tk-luc reporter, luminescence; % of 3 µM dafachronic acid response; activation, % at 6.8 µM; 370,000 tested, 1% active;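 active means activation above the mean over all tested compounds plus 3 SD, cut at about 0.9% in these data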;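 further: 0% = DMSO-only wells and 100% = 3 µM delta7-dafachronic acid wells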
PLC-beta3 inh = blocks human PLC-beta3 enzyme activity; Purified PLC-beta3, fluorogenic substrate, fluorescence; Q01970; 370,000 tested, 0.18% active; inhibition, % at 12.2 µM; in the data active means inhibition above about 11%;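 further: 0% = median of compound wells on plate and 100% = full blocker control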
FXN GAA850 act = frataxin GAA850 promoter activation. HEK293 lucGAA850 FXN promoter luciferase reporter, 24 h; percent of 10 µM SAHA response. activation, % at 6 µM. 360,000 tested, 0.56% active;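 active means activation above the average of all compounds screened plus 3 SD, cutoff fixed separately per campaign, cut at about 7.5% in these data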;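 further: 0% = DMSO wells and 100% = 10 µM SAHA wells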
PG9 binder = PG9 antibody binding by small molecule; TR-FRET gp120-PG9 antibody binding; inhibition, % at 6.7 µM; 360,000 tested, 0.43% active; AID 624416; in the data active means inhibition above about 8.5%
SMARCA2 act = activators of SMARCA2 function; MG213 cells, MMTV-luciferase reporter, dexamethasone, overnight; activation, % at 9.1 µM; AID 652017; 370,000 tested, 1% active; in the data active means activation above about 7.8%;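 further: 0% = vehicle wells and 100% = reference activator wells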
hcDAF-12 act = H. contortus DAF-12 activation, primary screen | HEK293 hcDAF-12 lit1-tk-luc reporter, luminescence; 0% DMSO, 100% Δ7-dafachronic acid | activation, % at 6.8 µM | 370,000 tested, 1.4% active | AID 652067;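 active means activation above the mean of all tested compounds plus 3 SD, cut at about 5.5% in these data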;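 further: 100% = response to 3 µM Δ7-dafachronic acid high control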
DAX1 inh-2 = inhibits human nuclear receptor DAX1. P51843. HEK293 Gal4-DAX1 luciferase reporter, luminescence. inhibition, % at 6.75 µM. 340,000 tested, 0.99% active. AID 504766;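 active means inhibition above the mean over all tested compounds plus 3 SD, cut at about 4.2% in these data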;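 further: 0% = DAX1-transfected cells with DMSO and 100% = empty-vector control cells with DMSO; inhibition shows as a rise in luminescence from relieved DAX1 repression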
Target sequence (P51843 207-470 limits assumed): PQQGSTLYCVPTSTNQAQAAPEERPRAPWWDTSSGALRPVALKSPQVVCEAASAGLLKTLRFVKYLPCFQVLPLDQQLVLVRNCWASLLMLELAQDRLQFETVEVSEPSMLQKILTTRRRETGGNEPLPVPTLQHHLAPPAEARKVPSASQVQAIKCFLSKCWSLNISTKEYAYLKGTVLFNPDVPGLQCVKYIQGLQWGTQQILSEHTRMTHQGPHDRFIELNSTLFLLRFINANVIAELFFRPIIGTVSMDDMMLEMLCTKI
Rev-erbA mod = modulators of human Rev-erb alpha DNA binding; P20393; Rev-erbα–FITC-DNA binding, fluorescence polarization, 90 min; activity, % at 10 µM; 370,000 tested, 0.79% active;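 active means activity above about 14%, limit read from the data; passing the limit was not always enough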;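 further: 0% = DMSO wells with 35 nM protein and 100% = DMSO wells with 750 nM protein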
HGIII-sPLA2 inh = Inhibits HGIII-sPLA2 liposome hydrolysis, primary screen | Q9NZ20 | QFRET BODIPY PC-A2 liposome hydrolysis, fluorescence | inhibition, % at 12.2 µM | 370,000 tested, 0.56% active;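 active means inhibition above mean plus 3 SD of compounds lying within the high and low control bounds, cut at about 19% in these data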;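 further: 0% = median of test compound wells and 100% = no enzyme DMSO wells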
Target sequence (Q9NZ20 whole entry, looked up): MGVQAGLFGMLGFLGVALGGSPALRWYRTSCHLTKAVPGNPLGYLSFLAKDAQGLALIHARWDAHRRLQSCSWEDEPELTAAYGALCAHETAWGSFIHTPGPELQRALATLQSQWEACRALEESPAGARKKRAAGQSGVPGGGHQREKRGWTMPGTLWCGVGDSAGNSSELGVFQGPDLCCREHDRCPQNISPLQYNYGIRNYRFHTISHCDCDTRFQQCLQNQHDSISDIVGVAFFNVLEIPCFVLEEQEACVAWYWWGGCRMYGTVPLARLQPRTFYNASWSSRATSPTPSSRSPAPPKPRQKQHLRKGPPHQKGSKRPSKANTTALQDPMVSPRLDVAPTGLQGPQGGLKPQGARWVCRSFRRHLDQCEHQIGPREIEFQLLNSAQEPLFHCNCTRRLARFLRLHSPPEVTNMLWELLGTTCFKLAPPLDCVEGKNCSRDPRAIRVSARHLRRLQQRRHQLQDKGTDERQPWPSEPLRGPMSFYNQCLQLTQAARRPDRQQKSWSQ
hgDAF12 agonist = activates the H. glycines DAF-12 receptor ligand-binding domain. 370,000 tested, 1.8% active. HEK293 GAL4-hgDAF12 UAS-luciferase reporter, agonist luminescence; normalized to butyrate control. activation, % at 6.8 µM. AID 687014;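 active means activation above a cutoff set at the mean of all screened compounds plus 3 SD, cut at about 10% in these data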;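 further: 0% = DMSO wells and 100% = sodium butyrate wells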
Numbers without * were called inactive; i = inactive; x = not tested or not shown.

SMILES	DAX1 inh-1	ssDAF-12 act	PLC-beta3 inh	FXN GAA850 act	PG9 binder	SMARCA2 act	hcDAF-12 act	DAX1 inh-2	Rev-erbA mod	HGIII-sPLA2 inh	hgDAF12 agonist
NC(=O)c1ccsc1NC(=O)c1ccc(S(=O)(=O)N2CCCC2)cc1	-0.6	-1.6	-18.0	1.9	-1.5	2.0	-2.8	0.7	-2.3	-5.3	0.6
Cc1cc(Br)cc(C)c1NC(=O)c1ccc(C#N)cc1F	-0.7	-1.9	-5.9	-1.6	-2.1	-3.7	-0.9	-0.5	-0.6	10.7	-2.5
Cc1cc(OCC(=O)Nc2nnc(C3CC3)s2)ccc1[N+](=O)[O-]	-0.8	-0.2	0.6	0.3	-1.4	-3.9	-0.6	-1.1	-5.3	-1.4	0.9
CN1N=C(C(=O)N2CCN(c3ccc([N+](=O)[O-])cc3)CC2)CCC1=O	-0.7	-1.0	-0.6	2.1	1.0	0.9	-2.9	-1.2	0.2	-1.2	-0.5
Cc1ccc(S(=O)(=O)Cc2c(C)noc2C)cc1	-0.4	-1.4	-2.5	-0.1	-1.3	3.5	-0.8	0.1	0.5	-3.5	0.1
O=C(OCC(=O)N1CCN(C(=O)c2ccco2)CC1)c1sc2cc(F)ccc2c1Cl	-0.2	-0.6	1.2	4.6	2.4	-2.9	0.2	-1.1	0.0	11.5	1.6
Cc1ccc(S(=O)(=O)N2CCOCC2)cc1NC(=O)CSc1nccn1C	0.3	-1.1	0.8	0.7	-1.9	3.5	-0.6	0.0	0.0	0.1	-0.2
C[C@H](CO)N1C[C@H](C)[C@H](CN(C)C(=O)c2ccccc2F)Oc2ncc(Br)cc2C1=O	-0.7	-0.7	1.7	-2.0	-1.2	-1.9	1.0	1.0	-1.2	9.0	0.0
CCOC(=O)c1cc2c(=O)n3cccc(C)c3nc2n(CCCOC)c1=NC(=O)c1cccnc1	0.2	-1.3	-388.9	-0.7	1.0	-1.6	-2.7	-1.9	x	3.8	-3.6
CC(C)c1ccc(S(=O)(=O)c2n[nH]n3c2nc(=O)c2ccccc23)cc1	0.3	0.2	-4.5	-1.2	-0.5	-1.1	-1.5	0.3	1.1	-9.0	0.9
COc1ccc(CCNC(=O)c2sc3ccccc3c2Cl)cc1OC	-0.9	-1.8	-0.1	0.5	2.4	-4.0	-2.5	-1.5	0.5	-14.6	-0.6
CCc1nc2ccccc2n1Cc1ccccc1F	-0.3	-1.2	0.3	3.0	-1.8	-1.1	1.5	-0.3	0.3	-0.1	-3.5
Cc1cccc(-c2cc3nc(-c4ccccc4)cc(N4CCC5(CC4)OCCO5)n3n2)c1	0.2	-1.4	i	1.0	1.0	0.4	-1.4	0.2	-1.5	-5.8	-1.9
CCCOc1ccc(/C=N/NC(=O)c2nnn(-c3nonc3N)c2-c2cccs2)cc1OC	-0.5	-0.8	-56.0	1.0	-0.3	-2.1	-0.9	-0.5	-0.6	-7.6	-1.3
Cc1cc(NS(=O)(=O)c2ccc(CC(C)C)cc2)no1	-0.1	-0.6	1.2	0.6	-1.0	-2.5	2.2	-0.4	1.7	-11.2	-0.1
O=C(NCC1(N2CCCCC2)CCCCC1)c1ccc(NS(=O)(=O)c2ccc(F)cc2)cc1	10.6*	-0.6	-5.9	2.5	-0.3	0.5	0.8	3.1	-1.8	-12.4	1.2
COc1ccc(CN(C)C(=O)c2ccc(NS(=O)(=O)c3ccc(F)cc3)cc2)c(OC)c1OC	-2.5	-1.2	-2.6	2.2	1.1	-1.0	-2.3	0.3	2.1	-12.6	-2.0
O=C1N=C(N2CCCCC2)SC1=C1CCCC1	2.0	-0.7	0.1	0.4	0.8	-1.4	0.5	1.4	-2.2	1.6	2.9
COc1cccc(-c2c[nH]c(=O)[nH]c2=O)c1	0.8	-0.8	0.7	0.3	-1.6	4.6	-0.2	2.3	5.2	2.2	1.9
FC(F)(F)c1cccc(N2CCN(C(=S)NC3CCCCC3)CC2)c1	-0.8	-1.7	5.8	0.9	-2.0	-1.4	-2.6	0.1	3.2	12.1	0.6
Cc1c(CCC(=O)O)c(=O)n2c([nH]c3ccccc32)c1C#N	-1.3	-1.0	-177.0	3.0	-11.0	7.5	-0.2	2.5	0.7	4.2	1.3
Cc1ccc(C(CNC(=O)Nc2ccccc2)N2CCN(C)CC2)cc1 (stereo not given)	-0.1	-0.7	-6.0	1.8	-1.4	-2.0	0.8	0.2	1.6	1.8	1.0
CCOC(=O)c1c(-c2ccccc2)oc2ccc(OC)cc12	-0.6	-1.4	-212.0	2.0	2.0	1.4	1.4	0.6	-0.4	-1.4	1.2
CCCCCOc1ccc(N2C(=O)C3C4C=CC(C3C2=O)N(C)C4=O)cc1 (stereo not given)	-1.0	-1.5	2.2	-0.6	-0.7	-3.5	-0.4	0.2	-1.4	7.7	-0.6
Cc1cccc(C)c1NC(=O)CCCSc1nnc(-c2ccc(Cl)cc2)n1-c1ccccc1	-0.6	-1.1	2.5	1.1	-0.3	-2.5	0.3	-0.1	-0.5	-7.0	1.0
O=C(CSc1nc2ccccc2o1)N1c2ccccc2Sc2ccccc21	-0.9	-1.3	0.8	-0.6	0.1	-2.1	-1.9	-1.6	6.7	-18.6	1.1
CCC(NS(=O)(=O)c1cn(C)nc1C)c1ccccc1 (stereo not given)	-0.3	-0.9	-0.1	0.8	-2.2	2.7	-1.9	-0.1	6.4	2.9	-2.1
COc1ccc(CNc2ncc(-c3ccccc3)n2C)c(OC)c1OC	-0.1	-1.3	3.9	-0.4	-2.2	-3.6	-0.1	-0.3	4.9	6.5	-1.7
CC(=O)Nc1ccc(NC(=O)CN(c2ccc([N+](=O)[O-])cc2)S(=O)(=O)c2ccccc2)cc1	-0.1	-1.7	-0.3	-4.3	-1.0	-1.8	-1.1	1.0	-9.8	-14.7	-0.7
COc1cc(NS(=O)(=O)c2ccc(F)cc2)c(C(=O)O)cc1OC	-0.2	-1.5	-2.6	-2.0	-1.1	-0.8	-0.6	-0.3	6.5	-4.0	1.1
Cc1cccc(-n2c(=O)c3c(n4cnnc24)-c2ccccc2CC32CCCCC2)c1	0.4	-1.2	-2.2	0.7	-0.5	2.2	0.8	1.4	7.7	7.1	0.2
CC(C)NC(=S)NN=C1c2ccccc2-c2ccccc21	-1.1	-1.9	-15.8	2.6	-1.2	2.5	0.4	-1.6	-0.1	4.7	-0.8
COc1ccc(/C=N/Nc2ccccc2C(=O)O)cc1	3.3	0.3	-9.1	0.1	-4.1	3.3	5.3	3.0	-0.8	8.6	12.8*
O=C(O)CC(Cc1ccc(Cl)cc1)C(=O)Nc1ccc([N+](=O)[O-])cc1 (stereo not given)	0.4	-1.1	0.1	0.5	-0.5	-2.1	1.8	-0.6	-3.4	-1.3	1.1
CCCc1c(C(=O)N/N=C/c2ccc(OCc3ccccc3)c(OC)c2)nnn1-c1nonc1N	0.5	-0.9	-6.3	-1.7	-1.9	3.1	-1.3	0.1	-7.9	2.1	0.9
CCOc1cc(S(=O)(=O)NC2CC(C)(C)NC(C)(C)C2)ccc1Cl	0.2	-0.9	-1.3	2.4	-0.9	-0.8	0.3	-0.6	2.9	-4.7	-1.8
CCN(C(=O)CSc1nnc(-c2ccncc2)n1C)C1CCS(=O)(=O)C1 (stereo not given)	-0.3	-1.3	2.7	-1.6	1.9	0.0	-0.6	0.9	-1.4	0.7	-1.7
CCCCOc1ccc(CONS(=O)(=O)c2ccc(NC(C)=O)cc2)cc1Cl	-0.1	-1.4	2.8	0.5	-1.1	0.1	0.2	-0.8	2.0	-21.3	0.1
O=c1[nH]cc(NCCc2ccccc2)c(=O)[nH]1	-0.2	-0.7	-19.4	1.2	0.3	-1.1	0.3	-0.4	-2.4	0.6	-1.1
CCOC(=O)C1(CCOc2ccccc2)CCN(CC2CC2)CC1	0.4	-0.5	-8.3	0.4	-0.1	-2.8	1.3	2.6	0.8	6.7	1.4
O=C(Nc1ccc(S(=O)(=O)N2CCCC2)cc1)c1cccnc1	-0.2	-0.5	5.8	3.2	-1.4	-2.2	-2.5	-0.7	-0.8	-1.7	0.5
O=c1cc(NC2CCCCC2)[nH]c(=O)[nH]1	0.5	-1.5	-4.3	-1.3	0.2	-0.4	-0.7	-2.5	-1.4	1.0	-0.6
CCCNC(=O)C(=O)NCC(c1ccc2c(c1)OCO2)N1CCN(c2ccc(F)cc2)CC1 (stereo not given)	-1.6	-1.0	-2.4	2.0	-0.4	-5.0	-1.0	0.5	0.7	7.3	-1.5
CSc1nc2c(=S)[nH]c(=S)[nH]c2s1	-0.5	-1.6	-1.7	x	0.0	-0.1	-0.2	x	-10.2	-0.1	3.3
COc1ccc(CN(C)C(=O)/C=C/c2ccc(S(=O)(=O)N3CCOCC3)cc2)cc1F	-2.9	-0.9	2.3	-0.5	0.4	-2.2	-2.5	-1.3	6.5	7.2	-3.6
O=C(NC1CCCCC1)C(c1cccc2ccccc12)n1c(=O)c(-c2ccco2)nc2ccccc21 (stereo not given)	0.3	-0.1	-44.7	x	1.6	-2.8	2.9	x	-3.9	11.7	2.8
COc1ccc(-n2cc(-c3ccccc3)c3c(NCCOCCO)ncnc32)cc1	-0.5	-1.5	-18.0	-1.8	0.0	-1.2	-1.9	-1.4	1.4	-9.3	-1.2
C=CCNCC#CCOc1ccc(OC)cc1	0.0	-1.0	1.9	4.3	0.7	-1.1	-0.8	0.5	3.1	2.7	-0.6

Among those listed so far, five contain an aryl thioether with sulfur outside any ring.
SMILES	DAX1 inh-1	ssDAF-12 act	PLC-beta3 inh	FXN GAA850 act	PG9 binder	SMARCA2 act	hcDAF-12 act	DAX1 inh-2	Rev-erbA mod	HGIII-sPLA2 inh	hgDAF12 agonist
Cc1ccc(S(=O)(=O)N2CCOCC2)cc1NC(=O)CSc1nccn1C	0.3	-1.1	0.8	0.7	-1.9	3.5	-0.6	0.0	0.0	0.1	-0.2
Cc1cccc(C)c1NC(=O)CCCSc1nnc(-c2ccc(Cl)cc2)n1-c1ccccc1	-0.6	-1.1	2.5	1.1	-0.3	-2.5	0.3	-0.1	-0.5	-7.0	1.0
O=C(CSc1nc2ccccc2o1)N1c2ccccc2Sc2ccccc21	-0.9	-1.3	0.8	-0.6	0.1	-2.1	-1.9	-1.6	6.7	-18.6	1.1
CCN(C(=O)CSc1nnc(-c2ccncc2)n1C)C1CCS(=O)(=O)C1 (stereo not given)	-0.3	-1.3	2.7	-1.6	1.9	0.0	-0.6	0.9	-1.4	0.7	-1.7
CSc1nc2c(=S)[nH]c(=S)[nH]c2s1	-0.5	-1.6	-1.7	x	0.0	-0.1	-0.2	x	-10.2	-0.1	3.3
